# From PubChem BioAssay
# RAD52 inh – inhibitors of human RAD52 DNA annealing. P43351. recombinant RAD52 DNA annealing, FRET fluorescence. inhibition, % at 18.7 µM. hit rate 0.46% among 360,000. AID 651710;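 active means every replicate showing at least 50% inhibition; inconclusive means mean inhibition at least 50% but not in every replicate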
# RAD54 inh – RAD54 (human) branch migration inhibition | RAD54 Holliday junction branch migration, FAM/BHQ fluorescence | AID 602329 | inhibition, % at 10.4 µM | hit rate 0.14% among 360,000;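 active means mean normalized replicate activity at least 40 and at least half of replicates scoring 40 or more; inconclusive means only one of the two criteria met; inactive means mean below 40 and under half of replicates reaching 40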;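 further: 0% = median of neutral control wells and 100% = median of positive control wells; inhibitors cause a drop in the FAM fluorescence signal; in these data hits start at about 50%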
# Target sequence (Q92698 whole entry, looked up): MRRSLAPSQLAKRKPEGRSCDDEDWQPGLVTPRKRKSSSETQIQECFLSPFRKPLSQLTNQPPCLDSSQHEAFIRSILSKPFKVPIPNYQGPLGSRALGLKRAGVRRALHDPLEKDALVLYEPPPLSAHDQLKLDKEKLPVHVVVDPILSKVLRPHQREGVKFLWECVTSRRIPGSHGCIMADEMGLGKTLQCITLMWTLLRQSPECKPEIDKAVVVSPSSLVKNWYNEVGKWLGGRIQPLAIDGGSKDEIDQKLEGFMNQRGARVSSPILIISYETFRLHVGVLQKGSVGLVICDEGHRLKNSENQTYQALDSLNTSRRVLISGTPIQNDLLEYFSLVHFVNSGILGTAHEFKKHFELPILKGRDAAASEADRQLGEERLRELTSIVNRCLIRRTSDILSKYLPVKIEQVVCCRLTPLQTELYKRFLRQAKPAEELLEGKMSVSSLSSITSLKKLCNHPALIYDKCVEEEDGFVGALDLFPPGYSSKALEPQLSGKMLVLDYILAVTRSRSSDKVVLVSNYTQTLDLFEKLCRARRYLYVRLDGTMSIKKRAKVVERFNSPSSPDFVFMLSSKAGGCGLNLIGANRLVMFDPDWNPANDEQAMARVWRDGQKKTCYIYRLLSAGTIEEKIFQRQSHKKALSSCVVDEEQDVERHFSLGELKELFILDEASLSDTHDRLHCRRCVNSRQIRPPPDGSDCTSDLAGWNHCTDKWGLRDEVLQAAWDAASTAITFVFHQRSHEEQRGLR
# Casp6 inh – caspase-6 (human) enzyme inhibition; hit rate 0.53% among 350,000; P55212; AID 686996; inhibition, % at 12.5 µM; purified caspase-6, Z-VEID-R110 cleavage fluorescence;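 active means mean inhibition across replicates at least about 35%, with every replicate also reaching that limit, limit read from the data; inconclusive means only one of the two criteria met; inactive means neither criterion met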;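 further: 0% = median of neutral control wells and 100% = no fluorescence left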
# Target sequence (P55212 24-179 limits assumed): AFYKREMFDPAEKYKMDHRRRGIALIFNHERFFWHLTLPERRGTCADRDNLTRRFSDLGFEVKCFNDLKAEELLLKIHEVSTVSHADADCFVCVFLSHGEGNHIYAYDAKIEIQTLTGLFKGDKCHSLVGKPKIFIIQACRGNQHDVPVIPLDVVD
# Target sequence (P55212 194-293 limits assumed): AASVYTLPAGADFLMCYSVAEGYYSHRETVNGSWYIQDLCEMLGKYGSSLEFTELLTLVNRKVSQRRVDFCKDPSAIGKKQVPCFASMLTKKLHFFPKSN
# XiGFP reactiv – X-chromosome reactivation activator | hit rate 0.055% among 360,000 | XiGFP mouse fibroblasts, % GFP-positive cells imaging, 3 d; cells co-treated with 5-aza-dC sensitizer; scaled so ellipticine positive control = 100% | activation, % at 7.58 µM;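 active means mean normalized replicate activation at least 10% and every replicate at or above 10%; inconclusive means only one of the two criteria met; inactive means mean below 10% and not all replicates reach 10%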;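 further: 0% = median of on-plate neutral control wells and 100% = ellipticine 6 µM median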
#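 assay system = SV40-immortalized XiGFP fibroblast cells, line 68-5-11 | buffer or medium = DMEM plus 5-aza-dC sensitizer | doses = single-point pinned compound dosing | times = 3-day compound exposure, then 15 min fixation at room temperature | benchmarks = positive control ellipticine, 6 µM final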
# CFTR F508del cor – CFTR F508del correction in bronchial cells; activity (quench increase), % at 7.58 µM; AID 720511; CFBE cells, YFP halide quenching; stimulated with forskolin plus potentiator P3; % fluorescence drop versus neutral controls; hit rate 0.36% among 350,000;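 active means mean added fluorescence quench of at least 8% versus neutral control, with both replicates also reaching 8%; inconclusive means only one of the mean or replicate conditions met; inactive means mean below 8% and not both replicates reaching 8%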;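 further: cells transiently co-express mutant CFTR-F508del with the halide-sensitive YFP; corrector assay measuring rescue of mutant channel to the surface after 24 h compound exposure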
# DENV2 CPE – DENV2-induced cell death inhibition | DENV2-infected cells, cytopathic effect rescue, plate reader | CPE inhibition, % at 9.99 µM | hit rate 1.7% among 350,000 | AID 651640; in the data active means CPE inhibition above about 20%, passing the limit was not always enough; inconclusive means no clear call, values can overlap the other calls; tested in BHK-21 cells;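 further: 0% = median of neutral control wells and 100% = median of positive control wells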
# INS-1E GSIS act – GLuc luminescence reporter in INS-1E cells, primary screen for activators of glucose-dependent secretion of insulin. hit rate 0.61% among 370,000. INS-1E GLuc reporter insulin secretion, 2-3 h. activation, % at 16.6 µM;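 active means lowest replicate activation of at least 40%, so every replicate reaches that level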;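 further: 0% = median of neutral control wells and 100% = median of IBMX positive control wells; some compounds called inactive have numbers as strong as hits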
# E-selectin induc – induces E-selectin expression in human endothelial cells | hit rate 0.37% among 260,000 | HUVEC E-selectin immunofluorescence imaging; normalized: neutral wells 0, TNF-alpha wells 100 | AID 686992 | activation, % at 7.58 µM;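 active means mean E-selectin-positive cell signal at least 10% of the positive control, reached in at least 60% of replicates, without over 20% cell loss; inconclusive means no rule given, readout overlaps actives, possibly toxicity-flagged; inactive means the rest, including those meeting only one limit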;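 further: in these data hits start at about 27%; measured in HUVEC primary endothelial cells; signal is the percent of cells scored E-selectin positive by PE staining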
#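 Read-out basis: % PE-positive cells; Test system: HUVEC primary endothelial cells; Technique: immunofluorescence imaging; Dosing: single-point compound dose.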
# The depositor's hits bear a star; ? = inconclusive; nt = not tested or not shown; & = joins results of further samples.
canonical_smiles,E-selectin induc,INS-1E GSIS act,XiGFP reactiv,Casp6 inh,CFTR F508del cor,DENV2 CPE,RAD54 inh,RAD52 inh
O=C(CSc1c2c(nc3ccccc13)CCC2)N1CCCC1,-1.2,3,0.0,7,-0.5,-8,nt,-2
C[C@H]1CN([C@@H](C)CO)C(=O)CCCn2cc(nn2)CO[C@H]1CN(C)C(=O)Nc1ccccc1F,0.1,0,0.1,0,4.0,0,-4,6
O=C(CCn1c(=S)oc2ccccc21)NC1CCCCCCC1,0.0,35,4.0,0,-1.2,5,6,5
C[C@H]1CN([C@@H](C)CO)C(=O)Cc2cc(NC(=O)Cc3ccccc3)ccc2O[C@@H]1CN(C)Cc1ccc(-c2ccccc2)cc1,-2.4,17,0.2,-4,-0.9,-5,4,-7
COc1ccc(CN(C)C[C@H]2Oc3ccc(NS(=O)(=O)c4ccc(OC)cc4)cc3C(=O)N([C@@H](C)CO)C[C@H]2C)cc1,-0.5,3,-0.8,nt,-1.8,5,-10,9
CCSc1nnc(CCNS(=O)(=O)c2ccc(C(C)=O)cc2)n1C,nt,-3,0.2,3,-0.5,0,6,-4
O=C1Nc2ccc([N+](=O)[O-])cc2C1=Nc1cccc(CO)c1,7.8,-8,0.0,nt,1.7,-1,nt,-11
COC(=O)[C@@]1(Cc2ccccc2CN=[N+]=[N-])N=C(c2ccc(OCCCO)cc2)O[C@H]1c1ccccc1,nt,nt,nt,4,1.6,20,-1,25
COc1ccccc1C(=O)Nc1ccc2c(c1)nc(CN1CCCCC1)n2C,4.1,5,0.9,4,-0.6,-4,-8,-9
CCOC(=O)C1=C(CC)OC(N)=C(C#N)C1c1ccc(F)cc1F (stereo not given),1.2,1,0.0,-2,-0.9,1,nt,-23
Cc1ccc(S(=O)(=O)N[C@H]2CC[C@@H](CCNC(=O)Cc3ccccn3)O[C@H]2CO)cc1,-1.6,-14,-0.5,-5,-2.4,5,-5,-21
Cc1ccccc1S(=O)(=O)N[C@@H]1CC[C@@H](CCn2cc(Cc3ccccc3)nn2)O[C@H]1CO,0.1,-2,0.1,2,0.1,-2,2,-4
Cc1nc(CS(=O)(=O)c2ccccn2)sc1C(=O)NNC(=O)c1c(F)cccc1Cl,0.0,8,0.4,5,-0.6,-1,-3,-15
CO[C@H]1CN(C)C(=O)c2ccc(NC(=O)c3cc(C)on3)cc2OC[C@H](C)N(CC2CC2)C[C@H]1C,1.9,6,-0.5,-9,-1.5,12,-2,-14
C[C@H](CO)N1C[C@H](C)[C@H](CN(C)C(=O)Nc2ccc(C(F)(F)F)cc2)Oc2c(NC(=O)C3CC3)cccc2C1=O,0.3,-13,0.0,0,0.0,0,-7,9
CO[C@H]1CN(C)C(=O)c2cccc(C#N)c2OC[C@H]2O[C@H](CC[C@H]2OC)CCN(C)C(=O)[C@H]1C,0.1,2,-0.1,13,-2.2,-1,-8,-5
Cc1cn([C@H]2C[C@H](O)[C@@H](/C=C/C(=O)NCCC(C)C)O2)c(=O)[nH]c1=O,0.1,-2,nt,-3,-2.7,3,-3,0
c1cc(N2CCCCC2)nc(N2CCCCC2)n1,-0.5,7,0.0,-7,2.2,0,-4,-17
COCCSc1nnc(NC(=O)C2CC(=O)N(CCc3ccc(F)cc3)C2)s1 (stereo not given),nt,-1,0.2,3,0.8,1,3,-7
O=C(CNC(=O)c1cc(Cl)nc2ccccc12)Nc1ccccc1Br,7.9,5,0.2,-2,1.0,-3,10,-3
C[C@H](CO)N1C[C@H](C)[C@@H](CN(C)S(=O)(=O)c2ccc(F)cc2)Oc2c(NC(=O)Nc3ccc(C(F)(F)F)cc3)cccc2C1=O,-0.2&0.3,-11&-23,-0.2&-0.7,1&1,1.5&2.8,0&3,2,11&-13
COc1ccc(S(=O)(=O)N(C)C[C@H]2Oc3ccc(NC(=O)CCCN(C)C)cc3C(=O)N([C@H](C)CO)C[C@H]2C)cc1,21,8,0.0,1,0.6,-2,-21,-8
CC(C)(C)/C(O)=C/c1nc2cc(Cl)ccc2oc1=O,nt,nt,0.1,6,-5.0,1,0,-1
COc1cc(Cl)c(C)cc1NC(=O)CN1C(=O)C2CCCCC2C1=O (stereo not given),nt,nt,0.3,-1,3.1,-3,1,-13
COC(=O)c1ccccc1NC(=O)CC(=O)Nc1ccccc1C(=O)OC,-0.3,0,0.2,-1,-2.0,-5,-2,6
O=C(Nc1nc2c(Br)cc(Br)cc2c(=O)s1)c1ccco1,6.7,2,0.1,-1,5.1,-1,10,-11
O=S1(=O)c2ccc(Br)cc2OC2CCCN1C2 (stereo not given),-0.2,-3,0.3,-3,1.4,2,nt,-14
Cc1ccc(OCC(=O)N(Cc2nnc(-c3ccccc3Cl)o2)C2CC2)cc1C,0.2,-39,0.0,-78,1.4,0,-6,-24
O=C(NCc1ccc(S(=O)(=O)Nc2ccccc2Cl)s1)c1ccccc1,0.0,5,0.3,1,0.8,-2,-1,-13
O=C(NNC(=O)c1ccc(Cl)nc1)c1ccc(Br)cc1,-0.1,nt,-0.2,1,2.6,-3,nt,-3
CCCC[C@@H]1CN=C(N)N1CCc1cc(C(F)(F)F)cc(C(F)(F)F)c1,-0.2,-23,0.0,19,-3.2,-19,12,-3
COc1ccc(NC(=O)c2cc(-c3cc(OC)c(OC)c(OC)c3)nc3ccccc23)cc1OC,8.2,17,0.3,0,1.7,-2,3,-7
Cc1ccc(S(=O)(=O)Nc2ccc3c(c2)C(=O)N([C@H](C)CO)C[C@@H](C)[C@@H](CN(C)S(=O)(=O)c2ccc(C)cc2)O3)cc1,-0.1,-5,-0.1,0,-1.3,9,2,16
O=C1c2ccccc2/C(=C\c2ccc(Br)s2)N1c1ccccc1,nt,-4,0.0,1,1.4,-4,-6,-11
C[C@@H]1CN([C@@H](C)CO)C(=O)CCCn2nncc2CO[C@H]1CN(C)CC1CCCCC1,-2.1&-0.1,21&10,-0.1&0.1,-4&-1,-3.0&-0.2&1.7,?,6,-20&10
COC(=O)c1c(N2C(=O)CCC2=O)sc2c1CCCC2,-0.1,21,0.2,-1,-1.7,0,-3,-5
COc1ccc(NC(=O)N(C)C[C@@H]2OCCCC[C@H](C)Oc3ccc(NS(=O)(=O)c4ccc(F)cc4)cc3C(=O)N([C@H](C)CO)C[C@H]2C)cc1,0.0,-29,0.2,1,-2.5,-7,nt,-18
CCOC(=O)c1cnn(-c2ccccc2)c1NC(=O)c1cccs1,nt,9,nt,0,2.4,nt,4,-13
CC(C)NC(=O)c1ccc2nc([C@@H]3O[C@H](CO)[C@H](O)[C@H](O)[C@H]3O)[nH]c2c1,-0.2,7,0.1,-1,-1.9,?,1,-12
CCN1[C@H](C(=O)N(C)C)[C@@H](CO)[C@@H]2Cn3c(ccc(-c4ccc(OC)cc4)c3=O)[C@@H]21,-0.2,0,0.3,2,-0.4,13,-1,-3
Cn1cnc(S(=O)(=O)N2CCCCC2c2cc(C(=O)Nc3cccc4c3CCCC4)no2)c1 (stereo not given),-0.1,-13,1.2,0,-2.5,-7,-5,-3
CC/C(C)=N/NC(=S)NCc1ccco1,0.1,5,0.3,nt,nt,nt,7,nt
N#Cc1ccccc1NCC(=O)N1CCN(S(=O)(=O)c2ccccc2)CC1,0.6,-3,-0.1,2,0.9,-1,5,-27
O=C(C[C@@H]1C[C@H]2c3cc(NC(=O)c4cccnc4)ccc3O[C@H]2[C@@H](CO)O1)NCc1ccncc1,0.2,2,-0.1,2,-1.8,2,12,9
COc1ccc(C(=O)C2CCN(CC(=O)Nc3cc(C)cc(C)c3)CC2)cc1,0.6,-11,-0.1,1,0.9,3,10,-6
COc1ccc(N(C)S(=O)(=O)c2cccc(C(=O)NCc3ccc4c(c3)OCO4)c2)cc1,-1.8,-11,0.0,-1,-1.9,3,1,-29
CC(=O)NC(c1cccc(F)c1)c1nc(-c2cccc(C(C)C)c2)cs1 (stereo not given),0.5,-25,0.0,3,-2.0,9,0,-12
CCCCN(C)C(=O)C1CCN(c2ccc(S(=O)(=O)N3CCOCC3)cc2[N+](=O)[O-])CC1,0.2,-8,0.0,-92,-0.3,0,2,-5
CC(=O)N1CCN(c2ccccc2NC(=S)NC(=O)c2cc3ccccc3o2)CC1,nt,-2,0.0,-2,1.1,15,4,-5
C#CCOCCOCCOCCNc1nc(N2CCN(C(=O)[C@H]([C@@H](C)CC)n3cc(CCCN=C(N)N)nn3)CC2)nc(N2CCN(C(=O)[C@H](CCCCN)n3cc(CCC(=O)O)nn3)CC2)n1,-0.2,1,-0.1,-18,3.2,-11,-12,16

# The list goes on:
canonical_smiles,E-selectin induc,INS-1E GSIS act,XiGFP reactiv,Casp6 inh,CFTR F508del cor,DENV2 CPE,RAD54 inh,RAD52 inh
CC(C)C[C@@H](CN1C(N)=NC[C@@H]1C)NC(=O)CC12CC3CC(CC(C3)C1)C2,0.0,0,0.0,-6,-2.2,1,-17,1
CCc1ccc(C(N)=S)cc1,0.7,6,-0.1,-2,1.3,-3,6,11
O=C(NCc1ccncc1)C(=O)N/N=C/c1ccc(OCc2ccccc2)cc1,0.4,18,-0.1,8,0.5,0,nt,-1
CCN1C(=O)N(C(C)=O)[C@@H]2C[C@H](C(=O)N3CCCC3)[C@H](C)[C@H](c3ccccc3)C[C@@H]21,-0.1,36,0.0,-3,-1.2,-8,nt,-4
Cc1cc(C(=O)Nc2cccc3c2O[C@H](CN(C)S(=O)(=O)c2ccc(Cl)cc2)[C@@H](C)CN([C@H](C)CO)C3=O)n(C)n1,1.9,16,0.1,8,0.4,9,-1,-16
COC(=O)[C@@]1(Cc2ccc(F)cc2)[C@H]2c3cc(C(=O)N(C)C)n(C[C@H](O)CO)c3C[C@H]2CN1C(=O)c1ccccc1,-0.2,-4,0.0,nt,2.2,nt,-2,nt
CC(C)Cc1nnc(NC(=O)c2ccc(N3CCCC3=O)cc2)s1,3.1,-14,-0.2,-5,-0.4,-2,-3,-13
COc1ccc(NC(=O)Nc2ccc3c(c2)CC(=O)N([C@H](C)CO)C[C@H](C)[C@H](CN(C)C(=O)Nc2ccc4c(c2)OCO4)O3)cc1,-0.1,3,-1.3,nt,-0.9,-1,1,-3
Cc1ccnn1CCC(=O)N1CCCC(Nc2ccc(C(C)C)cc2)C1 (stereo not given),nt,nt,0.0,-3,nt,-2,4,-1
Cc1ccc(C)c(S(=O)(=O)N2CCCOC2CNC(=O)C(=O)NC2CCCC2)c1 (stereo not given),0.0,8,-0.1,0,-0.6,-2,2,-2
O=C(c1ccc(CS(=O)c2cccc(Cl)c2)o1)N1CCN(c2ccccn2)CC1 (stereo not given),nt,-7,0.0,6,-3.0,-2,7,12
COc1ccccc1C/C(N)=N/OC(=O)COc1cc(C)cc(C)c1C,nt,-3,0.0,3,-1.1,-4,nt,2
Cc1ccc(-n2cnc3c(=O)[nH]cnc32)cc1,-0.1,16,0.0,-1,-0.4,17,-13,-11
COc1ccc(Cn2c(=O)oc3ccc(C)cc32)cc1,nt,16,0.1,0,0.9,-1,4,-11
c1ccc(OCC2CCNCC2)nc1,nt,9,0.0,-3,1.5,-1,-9,2
